High-throughput results from PubChem.
ANO1 activ = mouse TMEM16A channel activation, primary screen | Q8BHY3 | HEK293 TMEM16A/YFP-H148Q/I152L, iodide quench fluorescence; hits give low values | 0.3% of 340,000 active | B-score at 10 µM;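 active means fluorescence-ratio B-score plate-corrected deviation score at least 3 library SD below zero, with starting fluorescence score within 5 deviations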;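 further: channel opened by trigger with iodide after compound preincubation; score built on the fluorescence ratio of max minus min over baseline; more negative score means more quench and so TMEM16A activation or potentiation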
MrgX1 agonist = activates human MrgX1 receptor signaling; Q96LB2; MrgX1-HEK293 cells, Fluo-4 calcium fluorescence, agonist mode; hits give high values; B-score at 10 µM; 0.44% of 310,000 active;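 active means calcium response B-score plate-corrected fluorescence ratio at least 3 library SD, with starting fluorescence B-score inside 5 SD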
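Test system: HEK293 cells stably expressing human MrgX1 receptor; amount: 15,000 cells per well; doses: compound delivered in addition one of three; times: overnight plating before 1 h dye loading; detection: Fluo-4 NW calcium-flux fluorescence, kinetic read; read-out basis: B-scored fluorescence response ratio; controls: positive and negative controls per plate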
TRPC6 activator = mouse TRPC6 channel activation; 0.13% of 310,000 active; Q61143; B-score at 10 µM; HEK293-TRPC6 membrane potential dye fluorescence; hits give high values;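 active means B-score of the integrated fluorescence ratio above library mean plus 3 SD, and starting fluorescence ratio within library mean plus 5 SD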;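 further: higher score means more depolarization so channel activation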
Target sequence (Q61143 whole entry, looked up): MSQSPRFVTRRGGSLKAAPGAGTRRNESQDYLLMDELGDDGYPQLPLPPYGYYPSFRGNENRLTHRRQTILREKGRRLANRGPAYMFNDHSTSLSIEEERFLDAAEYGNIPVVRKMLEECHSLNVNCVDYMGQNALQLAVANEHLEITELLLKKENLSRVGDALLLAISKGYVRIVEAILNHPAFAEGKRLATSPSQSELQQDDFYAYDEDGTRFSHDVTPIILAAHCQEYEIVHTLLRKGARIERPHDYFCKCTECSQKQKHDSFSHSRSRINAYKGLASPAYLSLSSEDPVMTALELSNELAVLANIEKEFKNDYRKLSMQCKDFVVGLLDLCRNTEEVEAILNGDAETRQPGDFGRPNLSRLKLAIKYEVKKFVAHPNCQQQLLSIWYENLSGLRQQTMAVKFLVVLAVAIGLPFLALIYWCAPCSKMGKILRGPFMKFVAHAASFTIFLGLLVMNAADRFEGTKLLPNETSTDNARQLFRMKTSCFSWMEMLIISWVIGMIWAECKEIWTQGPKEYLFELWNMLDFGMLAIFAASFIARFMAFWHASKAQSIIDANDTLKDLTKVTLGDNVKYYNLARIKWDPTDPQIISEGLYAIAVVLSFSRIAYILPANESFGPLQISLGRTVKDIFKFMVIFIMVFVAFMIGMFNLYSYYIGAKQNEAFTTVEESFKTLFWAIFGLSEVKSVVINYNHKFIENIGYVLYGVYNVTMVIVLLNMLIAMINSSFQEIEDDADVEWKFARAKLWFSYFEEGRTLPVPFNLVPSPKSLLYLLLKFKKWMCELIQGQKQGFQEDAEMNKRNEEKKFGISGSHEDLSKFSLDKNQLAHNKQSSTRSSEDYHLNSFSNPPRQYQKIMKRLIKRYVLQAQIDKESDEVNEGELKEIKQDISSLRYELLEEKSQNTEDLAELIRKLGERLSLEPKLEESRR
ANO1 block = inhibitors of mouse TMEM16A calcium-activated chloride channel; Q8BHY3; HEK293 TMEM16A/YFP iodide influx fluorescence, ionomycin; normalized B-score (activity score, 25-100; higher = stronger inhibition) at 10 µM; 1.2% of 310,000 active; AID 588511;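 active means ratio plate-corrected score three or more library SD toward inhibition, starting fluorescence score within five deviations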;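 further: score derived from kinetic fluorescence span divided by baseline fluorescence per well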
MrgX1 antagonist = human MrgX1 receptor antagonism, primary screen; MRGX1-HEK293 calcium flux, Fluo-4, BAM8-22 antagonism; hits give low values; 1.3% of 310,000 active; Q96LB2; AID 588676; B-score at 10 µM;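 active means calcium-response B-score plate-corrected more than 3 library SD below zero, starting fluorescence within 5 deviations, no agonist response on first addition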;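 further: peak minus trough fluorescence over baseline after final BAM8-22 challenge near maximal dose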
TRPC4 block = TRPC4 (mouse) channel inhibition; B-score at 10 µM; AID 2247; HEK293 TRPC4beta/mu-opioid, DAMGO-evoked Fluo4 calcium flux; hits give low values; 0.39% of 300,000 active;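 active means B-score over 3 SD under the library average, no early fluorescence shift, positive overall ratio signal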
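test system = HEK293 cells with stable TRPC4beta plus mu-opioid receptor expression | detection = Fluo4 Ca2+ flux fluorescence | read-out = integrated fluorescence ratio relative to baseline, converted to per-well B score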
TRPC4 PAM = allosteric potentiators of mouse TRPC4 channel; Q9QUQ5; HEK293 TRPC4beta/mu-opioid, DAMGO EC20, Fluo-4 Ca2+ flux; hits give high values; B-score at 10 µM; 0.42% of 310,000 active;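 active means B-score of calcium response area above 5 SD of library B-scores, with initial fluorescence ratio within 5 SD of library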;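 further: B-score of integrated fluorescence ratio over time as area under calcium response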
MrgX1 PAM = human MrgX1 positive allosteric modulation, primary screen | 0.63% of 310,000 active | MrgX1-HEK293, Fluo-4 calcium flux, FDSS; hits give high values | B-score at 10 µM;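 active means plate-corrected calcium response at least 3 library SD above typical, normal starting fluorescence, not activating the receptor alone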;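 further: compound read alongside a low EC10 to EC30 dose of BAM8-22 agonist; peak minus trough fluorescence over baseline measured at the second addition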
TRPC4 agonist = activators of mouse TRPC4 channel; Q9QUQ5; HEK293 TRPC4beta/mu-opioid, Fluo4 calcium fluorescence; hits give high values; B-score at 10 µM; 0.49% of 310,000 active; AID 2237;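 active means B-score above 5 SD of library B-scores, and initial fluorescence ratio not above library mean plus 5 SD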;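 further: positive B-score marks a calcium rise read as TRPC4 activation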
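Assay system: HEK293 stable line with TRPC4beta plus mu-opioid receptor. Times: dye 45 min RT, read 110 s. Measured by: kinetic Fluo4 calcium fluorescence. Measure: B score of integrated ratio. Controls: assay buffer as low control, maximal DAMGO as high control.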
RGS4 inh = human RGS4 inhibition. B-score at 10 µM. 0.45% of 310,000 active. HEK293 M3R/RGS4 inducible, Fluo-4 calcium flux; hits give high values; triggered by carbachol at its EC20. P49798;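 active means B-score, a plate-corrected calcium signal, over three deviations above library mean, with baseline fluorescence within five deviations of library mean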;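 further: RGS4 expression induced by doxycycline in cells with stable M3 receptor; B-score is computed from the integrated fluorescence ratio over baseline after carbachol; higher B-score means a larger calcium signal and so more RGS4 inhibition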
Target sequence (P49798 whole entry, looked up): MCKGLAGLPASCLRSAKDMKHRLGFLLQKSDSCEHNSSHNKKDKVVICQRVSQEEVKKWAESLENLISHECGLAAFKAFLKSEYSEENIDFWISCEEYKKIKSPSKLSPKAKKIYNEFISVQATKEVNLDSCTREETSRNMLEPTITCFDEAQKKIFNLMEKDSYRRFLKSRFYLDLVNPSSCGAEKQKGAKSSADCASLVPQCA
TRPC6 inhibitor = mouse TRPC6 channel inhibition | Q61143 | HEK293-TRPC6, membrane potential dye, ACh-evoked depolarization; hits give low values | B-score at 10 µM | 1.1% of 310,000 active;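 active means B-score under library mean minus 3 SD, initial fluorescence not abnormally high, positive integrated signal ratio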;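 further: B-score derived from integrated fluorescence ratio over the kinetic read; more negative B-score means stronger inhibition of depolarization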
An asterisk follows results filed as active; i = inactive; x = not tested or not shown. The order is random; any-hit rate near 5.8%.

SMILES	ANO1 activ	MrgX1 agonist	TRPC6 activator	ANO1 block	MrgX1 antagonist	TRPC4 block	TRPC4 PAM	MrgX1 PAM	TRPC4 agonist	RGS4 inh	TRPC6 inhibitor
COc1ccccc1NS(=O)(=O)c1cc(NC(=O)Nc2ccccc2)ccc1N1CCCCC1	i	i	x	i	i	x	x	i	x	x	x
O=C(NCCCN1CCCC1=O)c1cc(=O)c2ccccc2o1	i	i	i	i	i	i	i	i	i	i	i
CCN(CC)S(=O)(=O)c1cccc(-c2nnc(SCc3nnc(-c4ccccc4)o3)n2C)c1	i	i	i	i	i	i	i	i	i	i	i
COc1cccc(-n2nc3c(=S)[nH]nc(C)c3c2C)c1	i	i	i	i	i	i	i	i	i	i	i
O=C(O)CNS(=O)(=O)c1ccc2[nH]c(=O)c(=O)[nH]c2c1	i	i	i	i	i	i	i	i	i	i	i
O=S(=O)(NC1CCN(Cc2ccccc2)CC1)c1cccc(S(=O)(=O)N2CCOCC2)c1	i	i	i	i	i	i	i	i	i	i	i
OCCNc1nc(OCC(F)(F)F)nc(N2CCN(C34CC5CC(CC(C5)C3)C4)CC2)n1	i	i	i	i	i	i	i	i	i	i	i
Cc1ccc(C(=O)NCC(=O)OC(C)C(=O)NC2CCCCC2C)cc1C (configuration not stated)	i	i	i	i	i	i	i	i	i	i	i
O=C(NC1CCCCCC1)C1CCN(S(=O)(=O)c2cnc[nH]2)CC1	i	i	i	i	i	i	i	i	i	i	i
O=C(NC(Cc1ccccc1)C(=O)O)/C(=C/c1ccc([N+](=O)[O-])cc1)NC(=O)c1ccccc1 (configuration not stated)	i	i	i	i	i	i	i	i	i	i	i
CC(C)CCSc1nnc(Cn2c(=O)sc3ccccc32)n1C	i	i	i	i	i	i	i	i	i	i	i
CC1(Br)C2CCCC1C2S(=O)(=O)c1ccccc1 (configuration not stated)	i	i	i	i	i	i	i	i	i	i	i
CCN(CC)S(=O)(=O)c1ccc(OC)c(-n2cnnn2)c1	i	i	i	i	i	i	i	i	i	i	i
COc1cccc(N2C(=O)CC(NNc3nc4ccccc4s3)C2=O)c1 (configuration not stated)	i	30*	i	i	i	i	i	i	i	i	i
CCOCCCNC(=O)CSc1nc2nc(C)c(Cc3ccccc3)c(C)n2n1	i	i	i	i	i	i	i	i	i	i	i
O=C(NCc1ccc(F)cc1)C1CCCN(c2cnccn2)C1 (configuration not stated)	i	i	i	i	i	i	i	i	i	i	i
O=c1oc2ccccc2n1Cn1c(=O)oc2ccccc21	i	i	i	i	i	i	i	i	i	i	i
COc1ccc(C(=O)Oc2ccc(=O)n(-c3ccccc3)n2)cc1	i	i	i	i	i	i	i	i	i	i	i
COc1ccc(NC(=O)Cn2nnc(C(=O)NCc3cccc(OC)c3)c2N)cc1	i	i	i	i	i	i	i	i	i	i	i
COc1cccc(CCC(=O)O)c1OC	i	i	i	i	i	i	i	i	i	i	i
CC(C)C(NC(=O)C(Cc1ccccc1)NC(=O)OCc1ccccc1)C(=O)O (configuration not stated)	i	i	i	i	i	i	i	i	i	i	i
Nc1ccc(-c2nc3c(ccc4ccccc43)[nH]2)cc1	i	i	i	i	i	i	i	i	i	i	-9.5*
O=c1c([N+](=O)[O-])cc(C(F)(F)F)cn1Cc1cccc(Cl)c1	i	i	i	i	i	i	i	i	i	i	i
NC1=NC(c2ccccc2Cl)n2c(nc3ccccc32)N1 (configuration not stated)	i	i	i	i	-8.6*	i	i	i	i	i	i
Nc1nonc1-c1nc2ccccc2n1CC(=O)N/N=C\c1ccc(-c2ccc(Cl)cc2)o1	i	i	i	i	i	i	i	i	i	i	i
COc1ccc(OC)c(C2C(C#N)=C(N)Oc3c2c(C)nn3-c2cccc(Cl)c2)c1 (configuration not stated)	i	i	i	i	i	i	i	i	i	i	i
c1ccn2cc(CSC3=NCCS3)nc2c1	i	i	i	i	i	i	i	i	i	i	i
COc1cccc(-n2cc(-c3ccc(F)cc3)[nH]c2=S)c1	i	i	i	i	i	i	i	i	i	i	i
CC(=O)Cc1ccccc1OC(=O)c1ccco1	i	i	i	i	-6.2*	i	i	i	i	i	i
CC(=O)Nc1nnc(COc2ccccc2)s1	i	i	i	i	i	i	i	i	i	i	i
Clc1ccccc1-c1nnc2n1-c1ccccc1SC2	i	i	i	i	i	i	i	i	i	i	i
Cc1cccc(C(=O)NC(=S)NNC(=O)c2ccccc2Cl)c1	i	105*	i	100*	i	i	i	i	294*	i	i
COc1ccccc1NC(=O)NCCN1CCNC1=O	i	i	i	i	i	i	i	i	i	i	i
O=C1Nc2ccc(Br)cc2C1(O)c1ccc(F)cc1 (configuration not stated)	i	i	i	i	i	i	i	i	i	i	i
CCCOc1ccc(C(=O)NCC(c2cccs2)N(C)C)cc1 (configuration not stated)	i	i	i	i	i	i	i	i	i	i	i
Cc1ccc(N2CC(C(=O)NCCN3CCOCC3)CC2=O)cc1 (configuration not stated)	i	i	i	i	i	i	i	i	i	i	i
CN(C)C(=O)COC(=O)c1cccc(S(=O)(=O)Nc2ccc(OCc3ccccc3)cc2)c1	i	i	i	i	i	i	i	i	i	i	i
COc1ccc(C2Nc3ccccc3C(=O)N2Cc2ccccc2)cc1OC (configuration not stated)	i	i	i	i	i	i	i	i	i	i	i
CCN(CC)CCOC(=O)c1ccc(N/C=C(/C#N)c2nc(-c3ccc4c(c3)OCO4)cs2)cc1	i	i	i	i	i	i	i	i	i	i	i
Oc1ccc(-c2cnc(-c3ccc(O)cc3)nc2)cc1	i	i	i	i	i	i	i	i	i	i	i
O=C(COc1ccccc1)Nc1ccccc1C(=O)NC1CC1	i	i	i	i	i	i	i	i	i	i	i
COC(=O)c1cc(S(=O)(=O)N2CCN(Cc3ccccc3)CC2)c[nH]1	i	i	i	i	i	i	i	i	i	i	i
O=C(c1ccc(F)cc1)C1CCN(C(=O)N2CCOCC2)CC1	i	i	i	i	i	i	i	i	i	i	i
COc1cccc2c(=O)cc(C)n(CC(=O)Nc3cccc(C)c3)c12	i	i	i	i	i	i	i	i	i	i	i
CC12CCC(=O)N1C(C(=O)Nc1cccc3ccccc13)CS2 (configuration not stated)	i	i	i	i	i	i	i	i	i	i	i
O=C(NCCc1ccccn1)c1nc(Cn2cc([N+](=O)[O-])cn2)no1	i	i	i	i	i	i	i	i	i	i	i
CC(C)OP(=O)(OC(C)C)/C(C=O)=N\Nc1ccc([N+](=O)[O-])cc1	i	i	i	i	i	i	i	i	i	6.6*	i
O=c1cc(CSc2nnc(COc3ccccc3)n2-c2ccccc2)c2ccccc2[nH]1	i	i	i	i	i	i	i	i	i	i	i
Cn1cccc1Cc1nnc(SCC(=O)Nc2ccc3c(c2)OCCO3)n1-c1ccc(F)cc1	i	i	i	i	i	i	i	i	i	i	i
CSc1ccc(C2NC(=O)c3c(sc4c3CCN(C)C4)N2)cc1 (configuration not stated)	i	28*	i	i	i	i	i	i	i	i	i
CCCC(=O)N1CCN(c2ccc(NC(=O)c3ccc(OCC)c([N+](=O)[O-])c3)cc2)CC1	i	i	i	i	i	i	i	i	i	i	i
Cc1ccc(S(=O)(=O)Nc2ccc3c(c2)n(C)c(=O)n3C)cc1	i	i	i	i	i	i	i	i	i	i	i
CCOc1ccc(NC(=O)Nc2ccccc2SC)cc1	i	i	i	i	i	i	i	i	i	i	i
Cc1cc(C)cc(NC(=O)CSc2nnc(CN3CCOCC3)n2C)c1	i	i	i	i	i	i	i	i	i	i	i
COc1cc(OC)cc(C(=O)N[C@H](C(=O)OCC(=O)N2CCc3ccccc32)C(C)C)c1	i	i	i	i	i	i	i	i	i	i	i
C#CCSc1ncc(-c2ccccc2)cn1	i	i	i	i	-7.5*	i	i	i	i	i	i
COc1ccc([N+](=O)[O-])cc1NC(=O)CSc1nc(C)c(C)c(C)n1	i	i	i	i	-4.5*	i	i	i	i	i	i
CNC(=S)NNC(=O)c1sccc1OCc1cccc(C(F)(F)F)c1	i	i	i	i	i	i	i	i	i	i	i
CN(CCOc1ccc(Cl)cc1)C(=O)C1CCN(C(=O)c2ccc(F)cc2)CC1	i	i	i	i	i	i	i	i	i	i	i
CN(C)S(=O)(=O)c1cccc(NS(=O)(=O)c2ccc(Cl)s2)c1	i	i	i	i	i	i	i	i	i	i	i
Other compounds follow:
SMILES	ANO1 activ	MrgX1 agonist	TRPC6 activator	ANO1 block	MrgX1 antagonist	TRPC4 block	TRPC4 PAM	MrgX1 PAM	TRPC4 agonist	RGS4 inh	TRPC6 inhibitor
Fc1ccccc1CNc1ncnc2sccc12	i	i	i	i	i	i	i	i	i	i	i
COc1cccc(OCC(=O)NN=C2c3ccccc3-c3ccccc32)c1	i	i	i	i	i	i	i	i	i	i	i
COc1ccc(N(CC(=O)Nc2cccnc2)S(=O)(=O)c2ccccc2)cc1Cl	i	i	i	i	i	i	i	16*	i	i	i
CCCSc1nc(N)c(C#N)c(-c2ccc(C)cc2)c1C#N	i	i	i	i	i	i	i	i	i	i	i
COc1ccc(OC)c(N=Cc2c(O)c3ccccc3oc2=O)c1	i	i	i	i	i	i	i	i	i	i	i
CCc1ccc(C(=O)c2ccccc2C(=O)O)s1	i	i	i	i	i	i	i	i	i	i	i
Cc1nc2c(c(=O)n1CCC(C)C)c1nc3ccccc3nc1n2CC1CCCO1 (configuration not stated)	i	i	i	i	i	i	i	i	i	i	i
Cc1cccc2cc3c(N)c(C#N)sc3nc12	i	i	i	i	i	i	i	i	i	i	i

Compound profiles (already shown). Order of screens: ANO1 activ	MrgX1 agonist	TRPC6 activator	ANO1 block	MrgX1 antagonist	TRPC4 block	TRPC4 PAM	MrgX1 PAM	TRPC4 agonist	RGS4 inh	TRPC6 inhibitor
Profile of CCN(CC)S(=O)(=O)c1ccc(OC)c(-n2cnnn2)c1 : i	i	i	i	i	i	i	i	i	i	i
Profile of O=S(=O)(NC1CCN(Cc2ccccc2)CC1)c1cccc(S(=O)(=O)N2CCOCC2)c1 : i	i	i	i	i	i	i	i	i	i	i
Profile of O=c1cc(CSc2nnc(COc3ccccc3)n2-c2ccccc2)c2ccccc2[nH]1 : i	i	i	i	i	i	i	i	i	i	i
Profile of C#CCSc1ncc(-c2ccccc2)cn1 : i	i	i	i	-7.5*	i	i	i	i	i	i
